HCMV antiviral = blocks human cytomegalovirus replication | HFF cells, HCMV-luciferase reporter, 72 h; hits give low values | AID 1259415 | hit rate 4.5% among 410,000 | activity change, negative = inhibition, % at 57.5 µM; in the data active = activity change below about -60%; inconclusive = no clear call, values can overlap the other calls; inactive = above about -39%
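Inhibition of viral replication was scored as loss of reporter luminescence in HFFs infected with HCMV-luciferase (MOI 1 PFU/cell) for 72 h; compounds tested at 2 doses, normalized to buffer and Salinomycin controls.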
AmpC inh detg = AmpC beta-lactamase inhibition with detergent present; AID 485294; AmpC hydrolysis of nitrocefin, absorbance 480 nm, 0.01% Triton; Potency, µM (highest dose often 114 µM), without a hit: top-dose activity change, negative = inhibition, actives largely listed as inhibitors; P00811; hit rate 0.041% among 370,000; active = well fitted inhibition curve with a large enough effect; inconclusive = small, poorly fitted or top-dose-only effect;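 also: potency is read from the fitted curve at half-maximal effect; 0% = no-compound wells and -100% = no-enzyme wells; nearly all actives have a fitted effect of over 25% in size; some results filed as inactive show a strong effect at the top dose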
Target sequence (P00811 whole entry, looked up): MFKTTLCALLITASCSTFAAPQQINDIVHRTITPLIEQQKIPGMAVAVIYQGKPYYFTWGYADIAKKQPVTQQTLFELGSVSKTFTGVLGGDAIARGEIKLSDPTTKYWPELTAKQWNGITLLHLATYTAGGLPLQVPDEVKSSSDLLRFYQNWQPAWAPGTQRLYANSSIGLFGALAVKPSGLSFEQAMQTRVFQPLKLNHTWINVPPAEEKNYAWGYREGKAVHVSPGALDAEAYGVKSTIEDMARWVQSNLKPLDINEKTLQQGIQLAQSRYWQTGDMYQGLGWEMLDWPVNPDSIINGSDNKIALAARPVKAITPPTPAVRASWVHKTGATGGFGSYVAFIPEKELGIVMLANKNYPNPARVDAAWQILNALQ
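AmpC (5.3 nM in the dispensed reagent) in 20 mM phosphate pH 7.0 with 0.01% (detergent screen) or 0.0001% Triton X-100 was preincubated with compounds for 15 min at room temperature. Nitrocefin was then added from an 800 uM solution, and hydrolysis was followed at 480 nm.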
The depositor's hits bear a star; ? = inconclusive. Unless noted, % is scaled to controls: 0 for no effect and ±100 for the full control effect. An excerpt; count on the stated rates, not on these rows.

SMILES	HCMV antiviral	AmpC inh detg
COc1ccc(CCNCc2ccc3c(c2)n(C)c(=O)n3C)cc1OC	-3	-6%
CCOc1ccc(NC(=O)CSc2ncc3c(n2)-c2ccc(Cl)cc2N(Cc2ccccc2)S3(=O)=O)cc1	17	-1%
CCNC(=O)c1ccc2nc(Cc3ccccc3)oc2c1	61	0%
COCCNC(=O)CCc1c(C)n(C)c2cc(-c3cc(OC)c(OC)c(OC)c3)nn2c1=O	-24	-1%
Cc1ccc(NC(=O)N2CCC(CN3CCCCCC3)CC2)c(Cl)c1	?	14%
Cc1ccc(OCC(=O)NCC2(N(C)C)CCCCC2)cc1C	15	-5%
CCOC(=O)c1c(C)oc2nc(C)nc(NCC3CCN(Cc4cc(C)ccc4C)CC3)c12	0	16%
CCc1ccc(-n2c(=O)c3cccnc3n2CC(=O)Nc2cc(OC)ccc2OC)cc1	?	1%
CCOC(=O)CC(NC(=O)CCc1c(C)nc2c(c(C)nn2-c2ccc(C)c(C)c2)c1C)c1ccc(C)cc1 (stereo not given)	2	-12%
COc1ccc(CCNC(=O)C(=O)NCC(c2ccco2)S(=O)(=O)c2ccccc2)cc1OC (stereo not given)	42	0%
Cc1c(CC(=O)NCCc2ccccc2)c(=O)oc2c(C)c3occ(C(C)(C)C)c3cc12	?	6%
Cc1ccc(-n2ncc3c(NC4CCCCC4)ncnc32)cc1C	41	-4%
Cc1ccc(C)c(N2CCN(C(=O)Cn3c(=O)c4cccn4c4ccc(F)cc43)CC2)c1	20	19%
Cc1cc(C)c(Cn2c(=O)n(CCC(=O)NCc3ccc4c(c3)OCO4)c(=O)c3ccccc32)c(C)c1	-4	18%
COc1ccc(NC(=O)c2cc3cc(C)ccc3n2C)cc1	6	19%
Cc1ccc(CNC(=O)c2ccc3c(c2)NC(=O)C(CS(=O)(=O)Cc2cccc(C)c2)N3)cc1 (stereo not given)	-27	10%
O=C(CSc1c2c(nc3ccc(Cl)cc13)CCCC2)N1CCCCC1	1	5%
Cc1cccc(NC(=O)COc2ccc3oc4c(c3c2)CCCC4)c1	-14	-3%
COc1ccccc1CNc1nc2ccc(Cl)cc2n2cnnc12	26	16%
CCc1nn2c(-c3ccco3)ccnc2c1-c1ccc(F)cc1	14	-4%
COc1ccc(N(C(=O)c2ccc(Cl)cc2)S(=O)(=O)c2ccc(C)cc2)cc1	-1	16%
Cc1ccc(CNC(=O)CN2N=C(c3ccccc3)CCC2=O)cc1	12	2%
CCCC(=O)NCC(c1ccc2c(c1)OCO2)N1CCN(c2ccc(F)cc2)CC1 (stereo not given)	-3	-7%
Cc1ccc(C)c(NC(=O)c2ccc3c(c2)CCN3S(=O)(=O)c2ccccc2)c1	-21	1%
Cc1ccc(OCc2nnc(SCC(=O)Nc3ccccc3C(C)C)o2)cc1	-7	7%
COCCn1ccc2c(OCC(=O)NCc3ccc(F)cc3)cccc2c1=O	6	0%
c1ccc(-c2cn(-c3ccccc3)c3ncnc(N4CCN(c5ccccc5)CC4)c23)cc1	?	4%
CC(=O)Nc1cc(C(=O)NCc2ccc(F)cc2)ccc1Sc1ccc(C)cc1	-29	1%
Cc1cccc(C)c1-n1ncc(C(=O)NC2CCCC2)c1C1CCN(C(=O)OC(C)(C)C)CC1	5	24%
CCn1c(C(=O)Nc2c(C)cccc2C)cc2sc(Cl)cc21	-22	-1%
CCOC(=O)c1c(SCC(=O)Nc2nc3ccccc3s2)nc(=O)[nH]c1C	3	-1%
OCc1cnc(SCc2cccc(F)c2)n1Cc1ccc(F)cc1	-71*	5%
Cc1ccc(NC(=O)C(CC(C)C)N2Cc3ccccc3C2=O)cc1F (stereo not given)	-5	10%
COc1ccc(CCNC(=O)c2ccc3c(c2)nc2n3CCC(C)C2)cc1OC (stereo not given)	-13	-8%
Cc1nc2ccn(Cc3cccnc3)c(=O)c2cc1C(=O)NCc1ccccc1	-15	2%
Cc1ccccc1OCc1cc(=O)n2c(-c3ccccc3)csc2n1	-9	2%
CC(C)(C)C(=O)CSc1nc2ccsc2c(=O)n1Cc1ccccc1Cl	-21	-6%
COc1ccc(CCNC(=O)CN2C(=O)COc3ccc(C)cc32)cc1OC	-3	10%
CC(C)Cc1nn2c(=O)cc(COC(=O)c3ccccc3NC(=O)c3ccccc3)nc2s1	-11	5%
Cc1ccc(CNC(=O)c2ccc3c(c2)NC(=O)C(CS(=O)(=O)Cc2cccc(F)c2)N3)cc1 (stereo not given)	1	3%
Cc1ccc(NC(=O)C(Cc2ccccc2)NS(=O)(=O)c2ccc3c(c2)c(=O)n(C)c(=O)n3C)cc1 (stereo not given)	3	19%
N#Cc1ccccc1NC(=O)CSc1nnc(N)s1	66	-8%
COc1ccc(-n2ccnc(NCc3cccs3)c2=O)cc1OC	7	5%
Cc1ccc(NC(=O)c2cc3ccccn3n2)cc1F	90	-2%
Cc1ccsc1CN(C(=O)c1ccc(OCC(C)C)cc1)C1CCS(=O)(=O)C1 (stereo not given)	56	13%
COc1ccc(C2CC(=O)c3cnc4c(-c5ccc(F)cc5)c(C)nn4c3C2)cc1OC (stereo not given)	-13	-1%
COc1ccc(Br)cc1CNC(=O)CN1C(=O)CCCc2ccccc21	8	0%
CCC(CC)c1nn2c(=O)cc(COc3ccc(NC(=O)c4ccccc4C)cc3)nc2s1	?	7%
Cc1ccc(C)c(CN2C(=O)c3ccccc3S(=O)(=O)c3ccc(C(=O)Nc4cc(F)ccc4F)cc32)c1	14	-5%
Cc1cccc(N2CCN(C3=C(c4ccccc4)C(=O)c4ccccc43)CC2)c1C	-16	2%
Remaining list, next part:
SMILES	HCMV antiviral	AmpC inh detg
CC1CCCN(CCCNC(=O)c2ccc3c(c2)N(Cc2ccc(Cl)cc2)C(=O)c2ccccc2S3(=O)=O)C1 (stereo not given)	-100*	18%
CCn1nc(C)c2c(-c3ccccc3)cc(=O)n(C(C)C(=O)Nc3cccc(F)c3)c21 (stereo not given)	-33	30%
Cc1cc(C)cc(NC(=O)C2CCN(C(=O)c3cnn(-c4ccccc4)c3-n3cccc3)CC2)c1	-2	17%
Cc1ccc(C)c(NC(=O)CSc2c(C)cnc3c2c(=O)n(C)c(=O)n3C)c1	13	3%
CC1=C(C(=O)Nc2ccc(Cl)cc2)C(c2ccccc2C)n2ncc(C(=O)Nc3ccc(C)cc3)c2N1 (stereo not given)	-32	-5%
COC(=O)c1ccc(Cl)cc1NC(=O)N(Cc1ccc(C)o1)C1CCN(C(C)=O)CC1	3	14%
Cc1ccccc1OCC(=O)Nc1ccc2nc(SCc3ccccc3)sc2c1	2	20%
CCN(CC)CCCNc1sc(S(=O)(=O)c2ccccc2)nc1S(=O)(=O)c1ccc(Cl)cc1	-75*	16%
O=C(Nc1ccc2oc(-c3cccnc3)nc2c1)c1ccc(-c2cccc(Cl)c2)o1	-36	-1%
COc1ccc(OC)c(CNC(=O)C2CCN(S(=O)(=O)c3ccc4[nH]c(=O)oc4c3)CC2)c1	13	24%
Clc1cccc(CNc2cc(-c3ccccc3)nc3nncn23)c1	-62*	15%
CCN(CC)c1ccc(NC(=O)CN2C(=O)c3cccnc3Oc3ccc(Cl)cc32)c(C)c1	?	12%
CN(C)CCNC(=O)CN1C(=O)COc2ccc(S(=O)(=O)N3CCCC3)cc21	4	14%
Cc1cc(C)c(NC(=O)C(=O)NCCc2csc(-c3ccc(F)cc3)n2)c(C)c1	-26	-5%
COc1cccc(C(=O)Nc2ccccc2OCc2cc(=O)n3ccccc3n2)c1	7	23%
COc1ccc(CCNC(=O)Cn2c(=O)nc(-c3ccccc3)c3ccccc32)cc1OC	85	1%
CNC(=O)c1ccc2nc(CCc3ccccc3)oc2c1	55	14%
Cc1ccc(CCNC(=O)c2ccc3c(c2)N(Cc2cccc(Cl)c2)C(=O)c2ccccc2S3(=O)=O)cc1	-38	11%
COc1ccc(-n2nc(C(=O)Nc3cccc(C)n3)c3c4ccccc4n(C)c3c2=O)cc1	11	3%
COc1ccc(OC(=O)c2nc(SCc3ccccc3C)ncc2Cl)cc1	1	28%

Already shown: an excerpt of the list.
SMILES	HCMV antiviral	AmpC inh detg
COc1cccc(C(=O)Nc2ccccc2OCc2cc(=O)n3ccccc3n2)c1	7	23%
COc1ccc(CCNC(=O)Cn2c(=O)nc(-c3ccccc3)c3ccccc32)cc1OC	85	1%
CNC(=O)c1ccc2nc(CCc3ccccc3)oc2c1	55	14%
Cc1ccc(CCNC(=O)c2ccc3c(c2)N(Cc2cccc(Cl)c2)C(=O)c2ccccc2S3(=O)=O)cc1	-38	11%
COc1ccc(-n2nc(C(=O)Nc3cccc(C)n3)c3c4ccccc4n(C)c3c2=O)cc1	11	3%
COc1ccc(OC(=O)c2nc(SCc3ccccc3C)ncc2Cl)cc1	1	28%

(next part)
SMILES	HCMV antiviral	AmpC inh detg
CCCN(C(=O)c1cn(CC(C)C)c(=O)c2cc(OC)c(OC)cc12)c1cccc(C)c1	-16	-5%
O=C(Cn1c(=O)n(Cc2ccc3c(c2)OCO3)c(=O)c2oc3ccccc3c21)Nc1ccc(F)cc1	37	15%
CCOC(=O)CSc1nc2sc3c(c2c(=O)n1CC)CCCC3	0	0%
Cc1c(C2=CCN(S(=O)(=O)c3ccc(Cl)cc3)CC2)c2ccccc2n1CC(=O)N1CCCC1	12	-3%
COc1ccccc1CNC(=O)CN(C)c1nn2c(=O)cc(C)nc2s1	0	24%
Cc1ccc(N2CC(NC(=O)c3ccc(S(=O)(=O)N4CCCC4)cc3)CC2=O)cc1C (stereo not given)	-29	3%
Cc1ccc(NC(=O)C(C)n2nnc3sc4c(c3c2=O)CCCC4)cc1Cl (stereo not given)	-21	20%
CCOC(=O)c1cccc(NC(=O)CCSCCc2ccccn2)c1	6	-3%
CCc1ccc2nc(N(Cc3cccnc3)C(=O)Cc3ccccc3)sc2c1	18	-3%
COc1cc(Cl)c(C)cc1NC(=O)c1cn(C2CCCC2)c(=O)c2c1c1ccccc1n2C	6	7%

Among those listed so far, 8 have two or more sulfur atoms.
SMILES	HCMV antiviral	AmpC inh detg
CCOc1ccc(NC(=O)CSc2ncc3c(n2)-c2ccc(Cl)cc2N(Cc2ccccc2)S3(=O)=O)cc1	17	-1%
CCOC(=O)c1c(SCC(=O)Nc2nc3ccccc3s2)nc(=O)[nH]c1C	3	-1%
CC(C)(C)C(=O)CSc1nc2ccsc2c(=O)n1Cc1ccccc1Cl	-21	-6%
N#Cc1ccccc1NC(=O)CSc1nnc(N)s1	66	-8%
Cc1ccsc1CN(C(=O)c1ccc(OCC(C)C)cc1)C1CCS(=O)(=O)C1 (stereo not given)	56	13%
Cc1ccccc1OCC(=O)Nc1ccc2nc(SCc3ccccc3)sc2c1	2	20%
CCN(CC)CCCNc1sc(S(=O)(=O)c2ccccc2)nc1S(=O)(=O)c1ccc(Cl)cc1	-75*	16%
CCOC(=O)CSc1nc2sc3c(c2c(=O)n1CC)CCCC3	0	0%

The results go on:
SMILES	HCMV antiviral	AmpC inh detg
COc1cc(CN(C(=O)c2cccc(Cl)c2)c2ccccn2)cc(OC)c1OC	-14	28%
CCOC(=O)c1c(S(=O)(=O)N2CCCC(C(=O)NCc3cccc(OC)c3)C2)c(C)n(C)c1C (stereo not given)	-14	-5%
O=C(CCn1ccc2cc(S(=O)(=O)N3CCCC3)ccc21)NCc1ccccc1Br	-6	9%
Fc1ccc(NCc2cccn2-c2nnc(N3CCOCC3)s2)cc1	21	15%
CN(C(=O)CSc1nnc(-c2ccc([N+](=O)[O-])cc2)o1)C1CCCCC1	6	22%
COc1ccc(Cn2c(=O)c3oc4ccccc4c3n(Cc3ccc(Cl)cc3)c2=O)cc1	17	11%
CCOCCc1nnc(NC(=O)C(=O)c2cc(C)n(-c3ccc(C)c(C)c3)c2C)s1	2	25%
CCOc1ccc(CCNC(=O)c2nnc(Cc3ccc(Cl)cc3Cl)o2)cc1OCC	-3	9%
CCOc1ccc(C(=O)Nc2ccc3nc(SCC(=O)N(C)c4ccccc4)sc3c2)cc1	?	2%
Cc1ccc(NC(=O)Cn2c(=O)n(-c3ccccc3)c(=O)c3ccc(C(=O)NCc4ccc5c(c4)OCO5)cc32)c(C)c1	-20	4%
CCOC(=O)c1cnc2nc(NCc3ccc(OCC)cc3)[nH]n2c1=O	43	11%
CCn1cc(C(=O)NCc2ccccc2)c(=O)c2cc(S(=O)(=O)N3CCc4ccccc4C3)ccc21	6	-5%
CCOC(=O)Cn1c(=O)n(C2CCCCC2)c2nc(-c3cccc(C)c3)nc(C(N)=O)c21	3	8%
O=C(Cc1ccc(-c2ccccc2)cc1)NCCS(=O)(=O)N1CCN(c2cccc(Cl)c2)CC1	-26	11%
Cc1ccc(C)c(NC(=O)c2cc(S(=O)(=O)NCCC3=CCCCC3)ccc2F)c1	-34	-1%
CCOc1ccc(CNC(=O)c2ccc3nc(CC)c(CC)nc3c2)cc1	29	10%
CCCOc1ccc(CNC(=O)Cn2cc3c(n2)-c2c(oc(C(=O)N4CCOCC4)c2C)CC3)cc1	?	10%
COc1cccc(NC(=O)CCN2CCN(c3ccccc3)CC2)c1	-75*	20%
Brc1ccc2nc(SCCOc3ccccc3)[nH]c2c1	-23	-1%
Cc1c(C(=O)NCc2ccc(Cl)cc2)sc2nc3n(c(=O)c12)CCC3	-5	0%
Cc1ccccc1C(=O)Nc1nnc(S(=O)(=O)N2c3ccccc3CC2C)s1 (stereo not given)	-2	-2%
COCCCNC(=O)c1cc(-c2cccnc2)nc2ccc(S(=O)(=O)N3CCC(C)CC3)cc12	62	2%
